Assay outcomes (PubChem BioAssay)
CYP2C19 inh: blockers of cytochrome P450 2C19 activity – biochemical, luminescence, ADME assay, primary screen | 96,000 tested, 21% active | P33261 | AID 778, 2007 | inhibition, % at 5 µM | CYP2C19 Supersomes, luciferin-H EGE luminescence, 30 min;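 active means CYP2C19 inhibition above a set limit at 5 µM in the primary screen, cut at about 50% in these data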;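 further: plate controls were negative control wells for no effect and 2.5 mM tranylcypromine positive control for full effect; values of inactives mirror those of a sister screen read the other way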
Target sequence (P33261 whole entry, looked up): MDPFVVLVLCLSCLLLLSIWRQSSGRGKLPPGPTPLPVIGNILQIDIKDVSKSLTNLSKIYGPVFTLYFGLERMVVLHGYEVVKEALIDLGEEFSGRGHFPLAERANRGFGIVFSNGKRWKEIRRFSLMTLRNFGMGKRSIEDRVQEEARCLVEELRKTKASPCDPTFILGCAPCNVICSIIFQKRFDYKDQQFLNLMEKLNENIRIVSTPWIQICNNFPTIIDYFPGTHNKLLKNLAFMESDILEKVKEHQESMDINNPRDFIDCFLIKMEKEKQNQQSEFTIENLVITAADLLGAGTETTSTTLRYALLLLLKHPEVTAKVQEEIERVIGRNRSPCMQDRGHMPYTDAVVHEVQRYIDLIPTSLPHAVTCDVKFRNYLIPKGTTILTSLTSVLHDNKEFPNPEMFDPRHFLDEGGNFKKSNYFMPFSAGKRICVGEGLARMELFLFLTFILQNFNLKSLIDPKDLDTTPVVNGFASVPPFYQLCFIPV
PLAP activator: PLAP enzyme activators, biochemical, luminescence, HTS | Alkaline phosphatase, placental type (Homo sapiens), P05187 | purified PLAP enzyme, luminescent substrate read-out; hits give high values | activation fold at 20 µM | 96,000 tested, 1.2% active; in the data active means activation fold above about 2
EphB4 antag: EphB4-ephrin-B2 interaction antagonists, primary screen, biochemical, TNYL-RAW peptide probe, fluorescence polarization. EphB4 LBD / TNYL-RAW-Alexa532 peptide. inhibition, % at 7 µM. 97,000 tested, 0.15% active. AID 720, 2007. Ephrin type-B receptor 4 (Homo sapiens), P54760;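 active means inhibition above the screen-wide mean inhibition plus 3 SD, cut at about 15% in these data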;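 further: 0% = DMSO wells and 100% = excess unlabeled TNYL-RAW peptide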
CYP2C9 activ: human CYP2C9 activators, primary screen, biochemical, luminescence. Cytochrome P450 2C9 (Homo sapiens), P11712. recombinant CYP2C9, luciferin-H conversion; hits give high values; factor 1 = untreated enzyme, 0 = blocked. activation factor at 5 µM. 96,000 tested, 1.4% active;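 active means activation factor of 2 or more for CYP2C9 at a 5 µM dose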;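 further: 0 = sulfaphenazole-blocked wells and 1 = vehicle-only wells; values of inactives mirror those of a sister screen read the other way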
PLK1 inh: human PLK1 kinase inhibitors, primary screen, biochemical, TR-FRET. Serine/threonine-protein kinase PLK1 (Homo sapiens), P53350. recombinant PLK1 kinase, TR-FRET peptide phosphorylation. inhibition, % at 10 µM. 97,000 tested, 0.53% active;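 active means inhibition of 50% or more in the single-concentration screen; inactive means inhibition below 50%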;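 further: 0% = DMSO max control and 100% = H-89 dihydrochloride min control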
Target sequence (P53350 whole entry, looked up): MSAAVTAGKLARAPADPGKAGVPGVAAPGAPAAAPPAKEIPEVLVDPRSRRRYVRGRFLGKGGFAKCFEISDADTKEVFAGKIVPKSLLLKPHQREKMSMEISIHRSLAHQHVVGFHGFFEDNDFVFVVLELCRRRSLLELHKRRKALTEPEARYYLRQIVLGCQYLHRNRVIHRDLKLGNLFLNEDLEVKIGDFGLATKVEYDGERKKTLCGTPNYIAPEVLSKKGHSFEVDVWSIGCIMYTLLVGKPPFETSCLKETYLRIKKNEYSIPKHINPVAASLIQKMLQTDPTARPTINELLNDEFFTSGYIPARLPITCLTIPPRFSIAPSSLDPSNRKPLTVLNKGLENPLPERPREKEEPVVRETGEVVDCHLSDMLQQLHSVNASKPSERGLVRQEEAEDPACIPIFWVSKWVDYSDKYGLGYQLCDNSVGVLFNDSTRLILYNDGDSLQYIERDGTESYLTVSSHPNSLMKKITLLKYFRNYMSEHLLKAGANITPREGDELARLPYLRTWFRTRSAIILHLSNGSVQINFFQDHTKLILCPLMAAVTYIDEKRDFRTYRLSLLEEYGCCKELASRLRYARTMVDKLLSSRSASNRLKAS
PLK1 PBD inh: Plk1 polo box domain binding inhibitors, primary screen, biochemical, fluorescence polarization. Serine/threonine-protein kinase PLK1 (Homo sapiens), P53350. Plk1 PBD phosphopeptide binding. inhibition, %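 (tested at about 20 µM)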. 97,000 tested, 0.13% active. AID 693, 2007; in the data active means inhibition above about 34%, passing the limit was not always enough
CYP2C19 activ: human CYP2C19 activators, primary screen, biochemical, luminescence; activation factor at 5 µM; AID 1025, 2008; 96,000 tested, under 10 active; recombinant CYP2C19, luciferin-H EGE luminescence; hits give high values; 0 = fully inhibited enzyme, 1 = untreated enzyme;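 active means activation factor of at least 2 at 5 µM in the primary screen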;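 further: 0 = wells with 2.5 mM tranylcypromine and 1 = vehicle-only wells; values of inactives mirror those of a sister screen read the other way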
Rev-RRE block: HIV-1 Rev-RRE binding inhibitors, primary screen, biochemical, FRET, protein-RNA interaction; P05866; Rev peptide-RRE RNA binding; inhibition, % at 8 µM; 97,000 tested, 0.79% active; AID 704, 2007;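 active means inhibition above the screen-wide mean plus 3 SD, cut at about 35% in these data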;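 further: 0% = median DMSO wells and 100% = median Neomycin B control wells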
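assay system = Cy5-tagged RRE RNA duplex with fluorescein-tagged Rev peptide | incubation = 5 + 15 min at 25 °C | also added = labelled Rev peptide | measure = % inhibition of FRET ratio versus controls | benchmarks = DMSO wells as 0% and neomycin B wells as 100% inhibition | measured by = FRET fluorescence readout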
CYP2C9 inhib: blockers of cytochrome P450 2C9 activity – biochemical, luminescence, ADME assay, primary screen | P11712 | CYP2C9 Supersomes, luciferin-H conversion | inhibition, % at 5 µM | 96,000 tested, 20% active | AID 777, 2007;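 active means blocking of liver enzyme CYP2C9 beyond about 50% at 5 µM, limit read from the data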; further: values of inactives mirror those of a sister screen read the other way
* marks the source's active call; other numbers are inactive results; x = no result given.

Sample of the layout, four compounds:
SMILES	CYP2C19 inh	PLAP activator	EphB4 antag	CYP2C9 activ	PLK1 inh	PLK1 PBD inh	CYP2C19 activ	Rev-RRE block	CYP2C9 inhib
CC1(C)Cc2c(sc3nc(SCC(=O)NCc4ccco4)n(-c4ccccc4)c(=O)c23)CS1	26	1.4	0	0.5	-16	20	0.7	17	54*
O=C(CSCc1cccs1)N1CCCC1	16	0.9	x	1.2	x	x	0.8	x	-23
COc1ccc(C(C(=O)NC2CCCC2)N2CCc3ccccc32)cc1 (stereo unspecified)	-14	1.1	x	1	x	x	1.1	x	2
COC(=O)C1CCCN1C(=O)C1CCCN1C(=O)CNC(=O)OCc1ccccc1 (stereo unspecified)	-6	1.1	-1	1	-6	-17	1.1	1	3

Main list, previewed entries included:
SMILES	CYP2C19 inh	PLAP activator	EphB4 antag	CYP2C9 activ	PLK1 inh	PLK1 PBD inh	CYP2C19 activ	Rev-RRE block	CYP2C9 inhib
CC1(C)Cc2c(sc3nc(SCC(=O)NCc4ccco4)n(-c4ccccc4)c(=O)c23)CS1	26	1.4	0	0.5	-16	20	0.7	17	54*
O=C(CSCc1cccs1)N1CCCC1	16	0.9	x	1.2	x	x	0.8	x	-23
COc1ccc(C(C(=O)NC2CCCC2)N2CCc3ccccc32)cc1 (stereo unspecified)	-14	1.1	x	1	x	x	1.1	x	2
COC(=O)C1CCCN1C(=O)C1CCCN1C(=O)CNC(=O)OCc1ccccc1 (stereo unspecified)	-6	1.1	-1	1	-6	-17	1.1	1	3
Cc1ccsc1/C=N/n1c(-c2ccco2)n[nH]c1=S	5	1.2	4	1	4	-2	0.9	6	0
CCOC(=O)COc1c(OC)cc(Cl)cc1C1NC(=O)NC(C)=C1C(C)=O (stereo unspecified)	65*	1.2	5	0.3	-8	-20	0.4	-1	70*
Cc1c(-n2cc(C(=O)O)c(=O)c3cc(F)c(N4CCCC4)c(F)c32)c(=O)n(-c2ccccc2)n1C	-18	1	x	1.1	x	x	1.2	x	-12
Cc1cc(NC(=O)Cc2cn3ccsc3n2)n(-c2ccccc2)n1	21	0.9	-3	0.9	-2	-2	0.8	8	8
COc1ccc(Nc2nnc(Cc3ccccc3)c(=O)[nH]2)c(OC)c1	1	1.1	-1	0.7	-8	-12	1	5	26
CCOC(=O)CSc1nc2ccccc2c(=O)n1CCC(=O)NCCc1ccc(OC)c(OC)c1	60*	0.9	0	0.3	-13	5	0.4	4	65*
CCOC(=O)c1cnc(SCc2nc(N)nc(Nc3ccc(C)cc3)n2)nc1N	54*	0.8	2	0.5	-18	7	0.5	-1	54*
O=c1[nH]c2ccc(S(=O)(=O)Nc3ccc(-c4nnc5n4CCCCC5)cc3)cc2o1	7	1.1	0	0.7	-6	-17	0.9	21	31
CC(=O)N1CCN(S(=O)(=O)c2cccc(C(=O)Nc3nc4ccccc4[nH]3)c2)CC1	12	1.7	6	1	-3	-10	0.9	2	1
CCN(CC)c1ccc(-c2nnc(SCC(=O)Nc3ccccc3C#N)n2-c2ccccc2)cc1	52*	1.3	0	0.3	-16	-20	0.5	1	74*
CCCSC1=C(C#N)C(c2cccnc2)C(C(=O)OCC)=C(c2ccccc2)N1 (stereo unspecified)	49	0.9	-5	0.4	-2	-11	0.5	10	62*
CCOc1ccc(N2C(=O)c3cccnc3C2Nc2ccc(C)cc2)cc1 (stereo unspecified)	27	0.9	8	0.9	4	-5	0.7	5	14
CCOC(=O)N1CCC(NC(=O)CSCc2cnn(-c3ccccc3)c2-n2cccc2)CC1	57*	1.4	-6	0.5	-7	-3	0.4	-4	51*
Cc1nc(N)sc1N=Nc1ccc(Br)cc1	33	0.8	-3	0.6	8	-2	0.7	5	37
COc1ccc(-c2nn(-c3ccccc3)cc2/C=N/n2cnnc2)cc1OC	80*	0.9	-2	0.5	-7	13	0.2	12	46
COc1cc(-c2cc(OC)c3c(C)oc(C)c3c(=O)c2)ccc1O	42	1.2	4	0.1	3	-24	0.6	5	94*
O=S(=O)(NC1CCCCC1)c1ccc(Cl)s1	90*	1.2	6	0.2	1	16	0.1	0	85*
CCOC(=O)N1CCC(NC(=O)c2ccc3c(c2)N(Cc2ccc(C)cc2)CCS3)CC1	4	1.2	-6	0.6	-12	33	1	-7	38
Cc1cnn(C(=O)c2oc3ccccc3c2C)c1	-1	1	-1	1.1	-4	14	1	1	-11
O=c1c(F)cn(C2CCCO2)c(=O)n1Cc1ccccc1F (stereo unspecified)	84*	0.8	2	0.6	-18	-14	0.2	11	38
Cc1ccc(OC(=O)C(C)c2cccc(C(=O)c3ccccc3)c2)cc1 (stereo unspecified)	38	1	-13	0.9	-9	-20	0.6	9	9
CCOC(=O)c1cc(-c2ccc(C)o2)n[nH]1	42	0.9	2	0.5	-12	-23	0.6	2	52*
O=c1c2ccccc2c(C=NC2CCS(=O)(=O)C2)c(O)n1-c1ccccc1 (stereo unspecified)	7	0.9	0	0.9	-13	-3	0.9	-3	14
Cc1cc(C)n(-c2nc3ccccc3nc2N2CCN(C(=O)c3ccc(F)cc3)CC2)n1	11	1.5	3	0.6	-9	11	0.9	4	44
OCCCc1nc2ccccc2n1CCOc1ccccc1	84*	1.6	5	0.6	-10	-7	0.2	-1	42
O=C(CN1CCSCC1)N1CCc2[nH]c3ccc(Br)cc3c2C1	93*	1.4	-6	0.2	-11	2	0.1	16	81*
CCCc1cc(SCC(=O)Nc2c(C)n(C)n(-c3ccccc3)c2=O)n2c(nc3ccccc32)c1C#N	-16	1.3	1	0.9	-25	-6	1.2	41*	10
COc1ccc2c(c1)[nH]c1c(=O)n(CCC3=CCCCC3)cnc12	12	0.8	-5	0.7	-11	-12	0.9	2	28
CCn1c(SCc2nc3ccccc3[nH]2)nnc1-c1ccccc1OC	100*	4.3	0	0.3	-11	1	0	5	70*
O=S1(=O)N=C(N2CCc3ccccc3C2)c2ccccc21	40	0.9	-8	1.2	-5	12	0.6	6	-20
Cc1nc(-c2ccccn2)sc1C(=O)Nc1ccc(Cl)c(Cl)c1	10	0.9	-2	0.6	-78	-15	0.9	7	41
O=C(Nc1c(C(=O)N2CCCC2)cnn1-c1ccccc1)c1cccc(F)c1	x	x	-1	x	-9	2	x	5	x
COC(=O)[C@H](Cc1ccccc1)NC(=O)NCCC1=CCCCC1	69*	1.3	10	0.4	6	22	0.3	8	62*
CCOc1ccc(S(=O)(=O)NCCC(=O)NC2=NCCS2)cc1	10	1.2	-4	1.5	0	-32	0.9	1	-51
COc1ccc(-c2noc(CSc3nc(N)c(-c4ccccc4)c(=O)[nH]3)n2)cc1OC	12	1.1	2	1.1	1	-3	0.9	-2	-13
O=C(COc1cc(Cl)c(Cl)cc1Cl)Nn1cnnc1	96*	0.9	-4	0.2	-2	2	0	0	82*
Cn1c2ccccc2c(=O)n2c(=O)c3ccccc3cc12	68*	1	-8	0.4	-16	3	0.3	1	56*
CCCC(=O)c1ccc(N2CCN(C(=O)OCC)CC2)c(F)c1	17	1	6	0.7	-3	-3	0.8	3	32
Cc1nc2ccccc2n2c(O)c(CC(=O)O)cc12	6	1	x	1	x	x	0.9	x	3
Cc1nn(CCC#N)c(NC(=O)c2ccc(Cl)cc2)c1P(=O)(Nc1ccc([N+](=O)[O-])cc1)N1CCOCC1 (stereo unspecified)	-18	1.7	7	1.2	-10	-6	1.2	7	-18
CCOc1ccc(NC(=O)CN2C(=O)C3CCCN3C2=O)cc1 (stereo unspecified)	-9	1.1	-3	1	-12	0	1.1	6	2
COc1cccc(Cn2cccc(NC(=O)NC3CCCCC3)c2=O)c1	29	0.9	10	0.9	2	22	0.7	3	7
O=C(Nc1ccc(Cl)cc1)[C@@H]1[C@@H]2C(=O)N(c3ccc4ccccc4c3)C(=O)[C@@H]2[C@H]2C=CC=NN21	-7	1.6	-11	1.1	1	-3	1.1	7	-8
Cc1ccc(C(C(=O)NC2CCCC2)N(Cc2cccs2)C(=O)CNC(=O)c2cccs2)o1 (stereo unspecified)	42	0.9	3	0.5	1	13	0.6	7	47
CC(=O)/C(C(=N)N1CCN(Cc2ccccc2)CC1)=C(\C)O	3	1.1	3	1.2	-3	25	1	10	-17
CCOc1ccc(C(=O)OCC(=O)NCc2ccco2)cc1OCC	70*	1.7	3	1.1	-10	-17	0.3	-5	-6
Cc1ccc(C2CC(c3ccccc3)n3ncnc3N2)cc1 (stereo unspecified)	98*	1.3	x	0.4	x	x	0	x	65*
O=C(c1ccco1)N1CCN(C(=O)N2CCOCC2)CC1	8	1.1	5	1	-6	14	0.9	-2	3
CCOC(=O)c1cnc(SCC(=O)c2ccccc2)nc1N	78*	0.9	-9	0.8	-6	-12	0.2	-2	25
CCN(CC)C(=O)/C(=C\c1ccc(Br)cc1)NC(=O)c1ccccc1OC	28	1.1	7	0.3	-2	-17	0.7	4	73*
CCCS(=O)(=O)N1CCN(C(=O)COc2ccccc2)CC1	59*	1	-6	0.8	-2	12	0.4	7	15
O=C1c2ccccc2C(=O)N1CCCCn1c(=O)oc2ccccc21	48	0.8	0	0.7	-8	41	0.5	5	31
COc1ccc(N(C)S(=O)(=O)c2ccc3c(c2)CCC(=O)N3)cc1	22	0.9	-4	0.7	-4	15	0.8	4	31
CS(=O)(=O)N1CCc2cc(C(=O)O)ccc21	3	0.9	3	0.9	1	3	1	6	6
Cc1ccccc1NCN1C(=O)C2C3C=CC(C3)C2C1=O (stereo unspecified)	-2	1	-1	1.1	-10	1	1	4	-11
Cn1c(C(=O)NCC2CCCO2)cc2c(=O)[nH]c3ccccc3c21 (stereo unspecified)	x	x	3	x	-6	-12	x	6	x
Next section.
SMILES	CYP2C19 inh	PLAP activator	EphB4 antag	CYP2C9 activ	PLK1 inh	PLK1 PBD inh	CYP2C19 activ	Rev-RRE block	CYP2C9 inhib
COc1ccccc1NC(=O)c1sc2ncn(Cc3ccc(C)cc3)c(=O)c2c1C	84*	1.3	2	1.4	-94	-10	0.2	12	-42
CC(C)Cn1c(SCC(=O)c2ccc(Cl)s2)nnc1-c1ccco1	67*	1.4	-13	0.3	-6	-17	0.3	13	72*
CCCCN(C)CCCNC(=O)CS(=O)Cc1nc(-c2ccc(OC)c(OC)c2)oc1C (stereo unspecified)	-6	1.4	-4	1.1	-2	11	1.1	-2	-6
CN1c2ccsc2C(O)=C(C(=S)Nc2ccc(F)c(Cl)c2)S1(=O)=O	0	1.1	-4	0.2	0	-36	1	-5	84*
C(=C\c1ccccc1)/CSc1nnc(-c2ccccc2)n1Cc1ccco1	47	1.1	10	0.5	-13	11	0.5	12	49
Cc1cccc(-c2nc(CN3CCCC(C(=O)NC4CCC(C)CC4)C3)c(C)o2)c1 (stereo unspecified)	50	1.4	-7	0.8	11	-8	0.5	-3	25
O=C(CSc1ncc(-c2ccccc2)n1C1CCCC1)N1CCc2ccccc21	65*	0.8	1	0.5	-23	-17	0.3	7	51*
O=C(c1cccs1)N1CCC(c2nc(-c3ccc(S(=O)(=O)N4CCOCC4)cc3)no2)CC1	18	1.7	-3	0.4	-1	13	0.8	2	62*
CCN(c1ccccc1)c1ncnc2c1cnn2-c1ccccc1	18	1.5	3	0.7	-13	-14	0.8	13	26
